# Compound activity deposited in PubChem by several laboratories.
# PDI turbidity – inhibitors of human PDI, primary screen, biochemical, turbidity, single point, plate reader; PDI insulin aggregation turbidity, A650, 90 min; Protein disulfide-isomerase (Homo sapiens), P07237; AID 588391, 2011; inhibition, % at 10 µM; hit rate 0.052% among 350,000;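 active means mean inhibition across replicates of 30% or more, whatever share of single replicates reach that level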;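 further: absorbance from insulin aggregation driven by PDI reduction with DTT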
# Target sequence (P07237 whole entry, looked up): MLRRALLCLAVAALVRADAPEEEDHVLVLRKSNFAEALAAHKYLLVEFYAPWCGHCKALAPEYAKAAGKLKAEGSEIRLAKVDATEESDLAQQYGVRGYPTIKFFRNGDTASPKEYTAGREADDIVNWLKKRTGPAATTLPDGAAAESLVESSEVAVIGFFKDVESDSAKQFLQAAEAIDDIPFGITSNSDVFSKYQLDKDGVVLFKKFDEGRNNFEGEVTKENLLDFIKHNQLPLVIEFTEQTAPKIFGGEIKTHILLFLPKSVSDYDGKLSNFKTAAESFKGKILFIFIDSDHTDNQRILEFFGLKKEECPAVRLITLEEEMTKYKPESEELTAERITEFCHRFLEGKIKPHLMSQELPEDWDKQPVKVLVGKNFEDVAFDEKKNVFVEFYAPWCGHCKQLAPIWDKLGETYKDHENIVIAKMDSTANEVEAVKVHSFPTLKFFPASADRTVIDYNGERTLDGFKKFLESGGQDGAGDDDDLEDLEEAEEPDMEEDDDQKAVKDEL
# MITF TRPM1 inh – inhibitors of MITF-dependent TRPM1 promoter reporter, primary screen, cell-based, SK-MEL-5, single point, luciferase; AID 488899, 2010; SK-MEL-5 TRPM1 promoter luciferase, 24 h; inhibition, % at 12.5 µM; hit rate 0.83% among 330,000;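 active means mean inhibition across replicates of 60% or more, whatever share of single replicates reaches that level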; further: values of inactives mirror those of a sister screen read the other way
# KKLEB cytotox – cytotoxicity in KKLEB CF airway cells, primary screen, cytotoxicity control for CF NF-kB inhibitor project, cell-based, uHTS, fluorescence assay plates. KKLEB CF airway cells viability, ATPlite luminescence, overnight; hits give low values; cells stimulated with P. aeruginosa culture filtrate. activity change (cytotoxicity), % at 5 µM. hit rate 0.36% among 360,000. AID 602141, 2011;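 active means corrected activity change at or below -50% at 5 µM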
# NR2E3 ag-1 – NR2E3 agonists in two-hybrid cells, primary screen, cell-based, luminescence, CHO-S, Gal4-NCOR/VP16-NR2E3; luciferase; hit rate 0.35% among 360,000; Photoreceptor-specific nuclear receptor (Homo sapiens), Q9Y5X4; AID 602229, 2012; inhibition of corepressor binding, % at 3.98 µM;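 active means inhibition above the mean of all tested compounds plus 3 SD, cut at about 70% in these data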;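 further: 0% = DMSO with NR2E3 transfected cells and 100% = cells lacking NR2E3 construct; higher means lower luciferase signal from less NR2E3 corepressor binding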
# Target sequence (Q9Y5X4 whole entry, looked up, the tested form may be a part): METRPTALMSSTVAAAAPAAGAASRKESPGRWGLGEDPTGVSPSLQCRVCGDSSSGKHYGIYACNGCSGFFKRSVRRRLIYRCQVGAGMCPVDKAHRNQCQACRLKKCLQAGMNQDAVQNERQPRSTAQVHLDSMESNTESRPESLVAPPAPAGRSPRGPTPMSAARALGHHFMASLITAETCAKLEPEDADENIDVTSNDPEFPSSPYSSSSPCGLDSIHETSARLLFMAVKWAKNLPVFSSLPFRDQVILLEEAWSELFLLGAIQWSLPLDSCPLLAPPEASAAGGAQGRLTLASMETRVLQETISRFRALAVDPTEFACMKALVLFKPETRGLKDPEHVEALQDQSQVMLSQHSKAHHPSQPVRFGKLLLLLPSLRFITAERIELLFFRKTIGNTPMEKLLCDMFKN
# HIF-2a block – HIF-2a reporter inhibitors, primary screen, luminescence, 786-0 RCC cells; 786-0 RCC cells HIF-2a reporter, luciferase luminescence, overnight; inhibition, % at 18.8 µM; hit rate 0.72% among 360,000;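 active means inhibition of the luminescence signal of 40% or more relative to plate controls, in a single-dose primary screen at 18.75 µM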
# Peg3 promoter – Peg3 promoter-driven luciferase inhibitors, primary screen, cell-based, HeLa, luciferase luminescence; HeLa PEG-Prom luciferase reporter, overnight; inhibition, % at 20 µM; hit rate 1.7% among 360,000;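 active means inhibition of at least 50% at 20 µM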
# Vif inh – HIV Vif self-association inhibitors, primary screen, imaging, HEK293T, single point | HEK293T cells, Vif self-association by quenched fluorescence, 24 h | inhibition, % at 7.49 µM | hit rate 0.35% among 340,000 | AID 602346, 2012; in the data active means inhibition above about 50%, passing the limit was not always enough; further: some results filed as inactive read as strong as hits
# Shn3 inh set2 – reduction of Shn3 3'UTR firefly luciferase signal, primary screen, Schnurri-3 inhibitor project, cell-based, Clone20 osteoblasts, set 2; Clone20 osteoblast Shn3 3'UTR firefly luciferase, 24 h; hit rate 0.52% among 360,000; inhibition, % at 12.5 µM;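 active means mean inhibition of at least 75% with every replicate also reaching 75%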;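 further: 0% = median of neutral control wells and 100% = pilot-screen positive control compound; some compounds past the cut are filed as inactive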
# CaV13 ICDI inh – Disruptors of the CACNA1D IQ motif to Ca2+-dependent inactivation inhibitor domain association, primary screening, Förster resonance energy transfer in intact living … | inhibition, % at 12.3 µM | HEK cells, CFP/YFP FRET ICDI-IQ, plate reader, 10 min; percent FRET-ratio fall versus neutral wells | hit rate 0.098% among 340,000;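 active means mean replicate inhibition of at least 30% and at least 1% of replicates passing that level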;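 further: 0% = median of the neutral control wells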
# NR2E3 ag-2 – inhibitors of NR2E3-RetCOR corepressor binding, primary screen, NR2E3 agonist project, biochemical, TR-FRET, GST-NR2E3, biotin-RetCOR | hit rate 0.12% among 320,000 | Photoreceptor-specific nuclear receptor (Homo sapiens), Q9Y5X4 | inhibition of corepressor binding, % at 4.78 µM | AID 2300, 2010 | 1536-well;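 active means percent inhibition above the cutoff of mean plus 3 SD of all tested compounds, set per screening campaign, cut at about 20% in these data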;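 further: 0% = DMSO wells and 100% = biotin wells as full block of FRET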
#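 Material: NR2E3–RetCOR corepressor complex | Quantity: 1.35 nM GST-tagged NR2E3 final | Schedule: 5 h at 4 °C | Replication: Singlicate compound wells | Reagent: RetCOR corepressor, biotinylated, 7 nM | Controls: Biotin wells as high control, 0.6% DMSO wells as low control | Signal: TR-FRET, Eu(K)-anti-GST donor, streptavidin-D2 acceptor, ex 340, em 617/671 nm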
# CF NFkB block – inhibitors of PAF-induced NF-kB signaling, primary screen, cell-based, GFP fluorescence, uHTS | AID 588850, 2011 | inhibition, % at 5 µM | KKLEB NF-kB-GFP reporter, GFP fluorescence overnight | hit rate 0.86% among 360,000;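 active means at least 50% inhibition at 5 µM, scaled per plate between neutral and stimulator controls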;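 further: PAF is a Pseudomonas aeruginosa culture filtrate used as stimulus; plate controls were PAF-stimulated DMSO wells for no effect and unstimulated DMSO wells for full effect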
# * = called active by the depositor; nt = not tested or not shown; & = joins results of further samples.
entry	molecule	PDI turbidity	MITF TRPM1 inh	KKLEB cytotox	NR2E3 ag-1	HIF-2a block	Peg3 promoter
1	COC(CNC(=O)c1c[nH]c2ccc(S(=O)(=O)N3CCOCC3)cc2c1=O)OC	-3	-5	4	-10	7	0
2	CCOc1cc2c(c3c1C(c1ccccc1)N(S(=O)(=O)c1ccc(C)cc1)C3)C(=O)C=CC2=O (stereo unspecified)	nt	nt	-67*	-26	68*	101*
3	Cc1ccc(C(=O)N/C(=C\c2ccco2)C(=O)NCCN2CCOCC2)cc1C	1	11	-10	-5	5	-5
4	CCOC(=O)c1c(C)c(-c2ccccc2)n(CC(=O)NCCC(C)C)c1C	nt	nt	-10	4	14	14
5	CCCC(=O)Nc1ccc(NC(=O)Cc2ccccc2)cn1	-11	-4	-5	-1	9	-18
6	CN(NC1OC(=O)c2ccccc21)c1ccc(Cl)cc1[N+](=O)[O-] (stereo unspecified)	0	7	6	13	-2	-1
7	CC(C)Cn1c(N)c(C(=O)COC(=O)c2ccc(Cl)cc2)c(=O)n(C)c1=O	-4	17	-5	12	19	19
8	Fc1cccc(NCc2ccoc2)c1	0	-1	2	-38	0	17
9	CCCS(=O)(=O)N1CCC(C(=O)N2CCCC2)CC1	-7	-17	4	-8	6	6
10	CCCCOC(=O)c1ccc(NC(c2ccc(C)cc2)P(=O)(OC)OC)cc1 (stereo unspecified)	6	-12	10	-1	18	9
11	CSCCC(NC(=O)c1ccco1)C(=O)N1CCN(Cc2ccccc2)CC1 (stereo unspecified)	-1	2	-10	-10	-6	14
12	COc1ccc(N2C(=O)c3ccc(C(=O)Nc4cc(OC)ccc4OC)cc3C2=O)cc1	-2	-4	-19	-5	7	6

entry	Vif inh	Shn3 inh set2	CaV13 ICDI inh	NR2E3 ag-2	CF NFkB block
1	0	4	-6	-2	2
2	9	99*	-2	nt	56*
3	14	-3	-9	0	19
4	-1	-6	-5	0	15
5	4	9	nt	1	1
6	-4	4	-4	-3	-5
7	-12	-2	-1	-2	-3
8	7	-7	-10	-2	0
9	15	4	-6	1	-8
10	-1	-3	-2	0	-2
11	-5	-15	-6	-2	20
12	1	-2	-5	-2	22

# (cont.)
entry	molecule	PDI turbidity	MITF TRPM1 inh	KKLEB cytotox	NR2E3 ag-1	HIF-2a block	Peg3 promoter
13	Nc1ccc(-c2cc(N)n(-c3ccccc3)n2)cc1	4	-50	0	0	-181	-131
14	Cc1cccc(N2CCN(C(=O)c3cccc(N4CCCC4=O)c3)C(C)C2)c1 (stereo unspecified)	-1	29	14	-16	9	35
15	Cn1c(CN2CCCCC2)nc2cc(NC(=O)c3ccccc3)ccc21	2	-22	-2	-19	-108	-48
16	CCOc1ccc(NC(=O)CCCOc2cc(=O)n(C)c3ccccc23)cc1	-6	1	0	-4	0	0
17	CN(C1=NC(=O)C(CC(=O)O)S1)c1ccc(O)cc1 (stereo unspecified)	-12	1	-15	-15	8	-1
18	CC(C)NC(=O)c1ccccc1NC(=O)C1COc2ccccc2O1 (stereo unspecified)	-7	-4	-3	-31	11	7
19	CC(=O)Nc1ccc(C(C#N)c2ccccc2)cc1 (stereo unspecified)	-9	-4	-2	1	-7	9
20	CCOC(=O)c1c(C)[nH]c(C)c1C(=O)COC(=O)[C@@H]1CCCN1S(=O)(=O)c1ccc(Cl)cc1	11	8	-6	-7	-3	6
21	COCCNc1oc(COc2cccc(C)c2)nc1C#N	-4	-5	-1	-35	-79	-40
22	CCN(CC(=O)Nc1c(F)cccc1F)C(=O)CCNS(=O)(=O)c1ccccc1C(F)(F)F	-2	7	14	1	9	4
23	Cc1cc(C)c(S(=O)(=O)c2cccc(Cl)c2)c(=O)[nH]1	-1	3	-3	-11	19	-7
24	CCC1(CC)NC(=O)N(CC(=O)NCc2ccc3c(c2)OCO3)C1=O	2	-1	-9	-19	7	10

entry	Vif inh	Shn3 inh set2	CaV13 ICDI inh	NR2E3 ag-2	CF NFkB block
13	8	-30	nt	-5	-1
14	-8	8	-5	1	21
15	-5	-20	-8	3	2
16	nt	-22	-5	2	-17
17	-10	10	-11	-2	7
18	-6	-5	-6	1	13
19	-5	-6	-4	1	-5
20	nt	-25	-9	-3	-2
21	-17	-21	-2	1	9
22	nt	20	-6	2	16
23	-6	0	-2	-3	-2
24	nt	-17	-5	3	-2

# The list continues:
entry	molecule	PDI turbidity	MITF TRPM1 inh	KKLEB cytotox	NR2E3 ag-1	HIF-2a block	Peg3 promoter
25	COc1ccc(CN2CCN(Cc3c[nH]c4ccccc34)CC2)c(OC)c1	8	nt	-2	-10	24	-12
26	Cc1cc(Cl)ccc1NC(=S)N(CCCN1CCOCC1)Cc1cccs1	-3	-2	9	-17	20	3
27	COC(=O)c1c(S(C)(=O)=O)nc(-c2ccccc2)[nH]c1=O	17	-4	-2	27	22	10
28	CN1CCc2c(c3ccccc3n2Cc2ccccc2)C1	3	5&8	-1&-15	1&-3	-18&9	-8&-8
29	CC(=O)Oc1cccc(N2C(=O)C3C4C=CC(CC4)C3C2=O)c1 (stereo unspecified)	0	2	-1	4	6	5
30	CC(=O)c1c(Cl)nc2cccc3c2c1-c1ccccc1C3=O	11	1	4	-16	31	17
31	COc1ccc(C(=O)NC2CCCc3c2cnn3-c2ccccc2F)o1 (stereo unspecified)	2	8	-7	31	5	-10
32	Cc1ccnc(NC(=O)Cc2ccc([N+](=O)[O-])cc2)c1	6	-10	-2	7	-87	-21
33	COc1cc(F)c(C2=CC(=O)C[C@H](c3ccc4c(c3)OCO4)C2)cc1F	-2	7	-4	-30	0	3
34	CCOc1ccc(NS(=O)(=O)c2ccc(C(=O)NCC3CCCO3)cc2)cc1 (stereo unspecified)	3	nt	-4	7	8	-4
35	O[C@H]1CN(CC2CCCCC2)[C@@H](c2ccc(Cl)cc2)C[C@@H]1n1cc(-c2ccc(F)cc2)nn1	-1	nt	-1	-15	-12	35
36	CC(=O)c1ccc(NC(=O)CSc2nnc(Cn3cnc4ccccc43)o2)cc1	-2	8	3	1	5	-4

entry	Vif inh	Shn3 inh set2	CaV13 ICDI inh	NR2E3 ag-2	CF NFkB block
25	-3	-7	-10	nt	-4
26	-19	-11	-4	0	-10
27	5	-7	-2	0	22
28	-1	-20&20	-5&-5	-1	6&-12
29	31	5	-4	-4	-4
30	-6	21	-2	-2	1
31	-7	15	-7	-5	2
32	6	-14	-4	4	14
33	16	-15	-4	-1	16
34	nt	8	-6	nt	-9
35	9	47	-3	nt	33
36	-1	20	-3	0	-8

# Structural class, those above with an aryl methoxy group.
entry	molecule	PDI turbidity	MITF TRPM1 inh	KKLEB cytotox	NR2E3 ag-1	HIF-2a block	Peg3 promoter
12	COc1ccc(N2C(=O)c3ccc(C(=O)Nc4cc(OC)ccc4OC)cc3C2=O)cc1	-2	-4	-19	-5	7	6
25	COc1ccc(CN2CCN(Cc3c[nH]c4ccccc34)CC2)c(OC)c1	8	nt	-2	-10	24	-12
31	COc1ccc(C(=O)NC2CCCc3c2cnn3-c2ccccc2F)o1 (stereo unspecified)	2	8	-7	31	5	-10
33	COc1cc(F)c(C2=CC(=O)C[C@H](c3ccc4c(c3)OCO4)C2)cc1F	-2	7	-4	-30	0	3

entry	Vif inh	Shn3 inh set2	CaV13 ICDI inh	NR2E3 ag-2	CF NFkB block
12	1	-2	-5	-2	22
25	-3	-7	-10	nt	-4
31	-7	15	-7	-5	2
33	16	-15	-4	-1	16

# Next entries follow.
entry	molecule	PDI turbidity	MITF TRPM1 inh	KKLEB cytotox	NR2E3 ag-1	HIF-2a block	Peg3 promoter
37	COc1ccc(S(=O)(=O)CCC(=O)Nc2ccc(OC)cc2OC)cc1	-5	10	2	9	-1	8
38	COCC(=O)Nc1ccc(OC)c(Cl)c1	-4	-1	4	-14	5	-32
39	CCOc1ccc(C(=O)N(CC)CC(=O)Nc2ccc3c(c2)OCCO3)cc1	6	nt	-15	-48	-209	-204
40	O=C(COC(=O)Cc1ccc2c(c1)OCCO2)Nc1ccc(S(=O)(=O)N2CCCC2)cc1	-5	-2	5	13	15	10
41	COc1ccc(C)cc1NC(=O)c1cc2c(s1)CCC2	-4	-23	-4	-68	-166	-102
42	OC(CNC1CCCC1)COc1ccc(-c2ccccc2)cc1 (stereo unspecified)	1	-1	-5	20	-25	-4
43	CCN(C(=O)c1cccc(S(=O)(=O)N2CCc3ccccc32)c1)C1CCS(=O)(=O)C1 (stereo unspecified)	-6	-5	-7	-2	1	-1
44	CCCCCC[C@@H]([C@@H](C)O)n1cnc2c(N)ncnc21	-6	-11	5	-2	6	5
45	CCn1cnc2c1c(=O)n(Cc1cccc(Br)c1)c(=O)n2Cc1ccccc1	-3	-9	-23	25	25	28
46	CSc1ncccc1C(=O)OCC(=O)c1cccs1	12	1	-4	24	7	-2
47	O=[N+]([O-])c1c(Nc2ccccc2O)cc(Cl)c2nonc12	8	106*	-6	14	95*	100*
48	Cc1ccc2c(C)c(C(=O)N3CCC(C(N)=O)(N4CCCCC4)CC3)oc2c1C	4	nt	-7	-13	-5	5
49	CC1(C)CC(=O)C(C=NCCN2CCOCC2)=C(O)C1	1	-8	-2	10	6	-6

entry	Vif inh	Shn3 inh set2	CaV13 ICDI inh	NR2E3 ag-2	CF NFkB block
37	2	-25	-5	1	8
38	-5	3	2	0	1
39	28	-36	-6	1	19
40	5	3	-4	3	-5
41	3	-33	-6	0	-12
42	-2	3	-8	1	25
43	-3	1	-2	3	16
44	-2	7	-5	3	-6
45	10	21	-5	1	36
46	10	9	-18	-1	23
47	1	97*	-4	nt	80*
48	nt	4	-19	nt	5
49	4	-7	-9	0	3

# One compound at a time, from the list above. Screens in order: PDI turbidity	MITF TRPM1 inh	KKLEB cytotox	NR2E3 ag-1	HIF-2a block	Peg3 promoter	Vif inh	Shn3 inh set2	CaV13 ICDI inh	NR2E3 ag-2	CF NFkB block
# COc1ccc(N2C(=O)c3ccc(C(=O)Nc4cc(OC)ccc4OC)cc3C2=O)cc1 is listed with -2	-4	-19	-5	7	6	1	-2	-5	-2	22
# COc1ccc(S(=O)(=O)CCC(=O)Nc2ccc(OC)cc2OC)cc1 is listed with -5	10	2	9	-1	8	2	-25	-5	1	8
